NCI-60 one-dose screen, 48 h, at 10 µM unless noted. Numbers give growth in % (100 = growth as untreated, 0 = no growth, -100 = all killed).
BT-549: BT-549 breast cancer | hit rate 4.4% among 78,000 | AID 1794793
SK-MEL-2: SK-MEL-2 melanoma | hit rate 4.7% among 77,000
UACC-62: UACC-62 melanoma; hit rate 5.4% among 81,000
MALME-3M: MALME-3M melanoma. hit rate 5.8% among 78,000. AID 1794766
T-47D: T-47D breast cancer; AID 1794792; hit rate 5% among 79,000
UACC-257: UACC-257 melanoma; hit rate 4.4% among 78,000; AID 1794764
HS 578T: HS 578T breast cancer; hit rate 4.1% among 78,000; AID 1794788
LOX IMVI: LOX IMVI melanoma; hit rate 7.4% among 79,000
Active calls of the source: *; nt = no result given; & = joins results of further samples. The calls were made as follows: active = growth percent below 10; inactive = the rest.

SMILES	BT-549	SK-MEL-2	UACC-62	MALME-3M	T-47D	UACC-257	HS 578T	LOX IMVI
CC(=O)[C@H]1CC[C@H]2[C@@H]3CCC4=CC(=O)C=C[C@]4(C)[C@H]3CC[C@]12C	98	102	80	89	87	88	96	89
COc1ccc(CCN2C(CC(=O)c3ccccc3)CCCC2CC(=O)c2ccccc2)cc1OC (configuration not stated)	118	111	90	nt	110	110	104	90
O=C(Nc1cc(C2=NCCN2)cc(C2=NCCN2)c1)c1ccc(C(=O)Nc2cc(C3=NCCN3)cc(C3=NCCN3)c2)cc1	96	93	99	85	108	114	104	110
C/C=C(\C)C1=C2CC[C@H](c3ccccc3)O[C@@H]2CCCN1S(=O)(=O)c1ccc(C)cc1	108	100	75	106	79	92	97	97
COc1ccc(C(=O)/C=C/c2ccccc2Br)cc1S(N)(=O)=O	nt	81	34	62	-5.3*	16	47	-90*
Cc1cc(CN(CCO)CCO)c(O)c(CN(CCO)CCO)c1	107	96	100	97	99	108	108	72
O=C(O)CN1C(=O)CCC1=O	103	118	108	104	90	104	115	102
CNc1nc(-c2ncccc2C)nc2sccc12	107	95	94	98	88	98	96	103
CCC(c1ccc(O)cc1)C(CC)c1ccc(O)cc1 (configuration not stated)	81	106	nt	80	nt	95	91	93
O=c1c2cnn(-c3ccccc3)c2nc2n1NC(CCl)=NN2	132	111	102	109	115	107	111	102

The list goes on; it opens with the two that closed the last part.
SMILES	BT-549	SK-MEL-2	UACC-62	MALME-3M	T-47D	UACC-257	HS 578T	LOX IMVI
CCC(c1ccc(O)cc1)C(CC)c1ccc(O)cc1 (configuration not stated)	81	106	nt	80	nt	95	91	93
O=c1c2cnn(-c3ccccc3)c2nc2n1NC(CCl)=NN2	132	111	102	109	115	107	111	102
COC(=O)C1=CN(C)C(c2ccccc2)C=C1 (configuration not stated)	110	nt	108	90	94	114	104	95
COc1cc(CNC(=O)c2ccccc2Nc2ccnc(C(F)(F)F)c2)ccc1O	92	101	108	85	102	105	101	95
COc1ccc(-c2nc3ccccc3n2CC(=O)N=Nc2c(O)[nH]c3ccc(Cl)cc23)cc1	64	98	92	86	88	119	38	82
Cn1cnc2c1c(=O)n(CC(=O)Nc1ccc(S(N)(=O)=O)cc1)c(=O)n2C	101	106	nt	105	104	nt	101	92
Nc1ccc2[nH]c3ccccc3c2c1	116	107	92	94	96	117	93	99
COc1ccc(/C=C2\C=C(c3ccccc3)N(CCc3ccccc3)C2=O)cc1OC	80	nt	54	39	8.0*	69	13	2.3*
O=C(O)c1ccc2c(c1)OCO2	121	nt	98	111	100	118	142	113
C[C@]12CCC3c4ccc(O)cc4C[C@@H](CCCCCCCCCS(=O)CCCC(F)(F)C(F)(F)F)C3C1CC[C@@H]2O (some centres not stated)	86	nt	83	103	41	92	81	90
O=C(Cc1ccccc1Nc1c(Cl)cccc1Cl)N/N=C/c1sc(=S)n(-c2cccc(C(F)(F)F)c2)c1O	67	85	85	90	71	92	100	78
Clc1ccccc1CSc1cnnc2ccccc12	83	108	82	96	89	91	95	92
CN1CCN(c2ccc(-c3cc4c(Nc5ccc(F)c(Cl)c5)ncnn4c3)cc2)CC1	98	103	53	29	63	69	75	-54*
CC(C)(C)OC(=O)/C=C/c1cccc2c1C(=O)NC(C)(c1cc3cc(Cl)ccc3oc1=O)N2 (configuration not stated)	15	44	36	51	-3.4*	42	65	41
c1ccc2sc(SSN3CCOCC3)nc2c1	115	nt	96	86	101	101	98	85
COc1ncc(-c2ccc3nccc(C#CCCCCC(=O)O)c3c2)cc1NS(=O)(=O)c1ccc(F)cc1F	4.5*	31	-13*	-21*	-18*	-2.7*	-10*	28
CC/C(=C(/c1ccc(Cl)cc1)c1ccc(OCCN2CCCC2)cc1)c1ccc(Cl)cc1	99	nt	113	94	65	88	nt	92
COc1cc(C=O)ccc1Oc1nc(Nc2ccc(F)cc2)nc(N(C)C)n1	16&77	85&63	86&63	82&76	66&33	102&58	41&86	54
C=C(C)[C@@H]1C[C@H](O)Cc2cc(Cl)cc(Cl)c2N1	105	nt	95	108	99	104	100	92
O=[N+]([O-])c1ccc(Oc2cc(Cl)c(Cl)cc2Cl)c(C(F)(F)F)c1	110	94	97	107	107	100	104	99
O=C(NC1CCCCC1)c1ccc(Nc2ncnc3c2cnn3-c2ccccc2)cc1	60	79	64	2.9*	77	56	0.2*	nt
O=C(Nc1nc2ccc([N+](=O)[O-])cc2s1)Nc1ccccc1F	-14*	6.5*	22	-2.2*	-5.6*	-5.0*	0.2*	10
O=c1cc(CNc2cc(F)cc(F)c2)c2ccc(I)cc2[nH]1	55	39	37	39	36	53	20	41
Cc1noc(NS(=O)(=O)c2ccc(N)cc2)c1C	107	97	nt	100	nt	107	142	100
O=C1NCC(c2cc3ccc(Cl)cc3[nH]c2=O)Nc2ccccc21 (configuration not stated)	100	103	106	93	67	78	113	96
CC(C)(C)Nc1c(-c2ccc(-c3ccccc3)cc2)nc2cnccn12	75	95	78	75	49	97	101	92
O=C1C(O)=CC(=C(c2ccccc2)c2ccccc2)c2ccccc21	107	98	61	102	86	87	78	78
Nc1ccc2c(c1)C1(CCC2)NC(=O)NC1=O (configuration not stated)	102	100	106	101	96	nt	103	98
COc1ccc(N2CCN(c3nc(-c4cc(OC)c(OC)c(OC)c4)nc4ccccc34)CC2)cc1	40	94	56	108	45	102	65	79
N#Cc1ncc(Br)c(N[C@@H]2C[C@H]3CC[C@@H]2C3)n1	96	nt	103	112	88	96	93	99
CCOC(=O)C(C(=O)Cc1ccccc1)c1ccccc1 (configuration not stated)	116&105	108&116	92&100	106&110	99&90	100&89	91&103	97&90
Cc1ccc(S(=O)(=O)c2nc(S(=O)(=O)c3ccc(C)cc3)c(N3CCC(O)CC3)s2)cc1	49	67	42	92	60	82	59	50

Sorted by number of heavy atoms (largest number first): some entries from above
SMILES	BT-549	SK-MEL-2	UACC-62	MALME-3M	T-47D	UACC-257	HS 578T	LOX IMVI
COc1ccc(N2CCN(c3nc(-c4cc(OC)c(OC)c(OC)c4)nc4ccccc34)CC2)cc1	40	94	56	108	45	102	65	79
Cc1ccc(S(=O)(=O)c2nc(S(=O)(=O)c3ccc(C)cc3)c(N3CCC(O)CC3)s2)cc1	49	67	42	92	60	82	59	50
O=C1NCC(c2cc3ccc(Cl)cc3[nH]c2=O)Nc2ccccc21 (configuration not stated)	100	103	106	93	67	78	113	96
CCOC(=O)C(C(=O)Cc1ccccc1)c1ccccc1 (configuration not stated)	116&105	108&116	92&100	106&110	99&90	100&89	91&103	97&90

Pulled by compound from above (2):
SMILES	BT-549	SK-MEL-2	UACC-62	MALME-3M	T-47D	UACC-257	HS 578T	LOX IMVI
Cc1cc(CN(CCO)CCO)c(O)c(CN(CCO)CCO)c1	107	96	100	97	99	108	108	72
O=C1C(O)=CC(=C(c2ccccc2)c2ccccc2)c2ccccc21	107	98	61	102	86	87	78	78

(cont.)
SMILES	BT-549	SK-MEL-2	UACC-62	MALME-3M	T-47D	UACC-257	HS 578T	LOX IMVI
CC(C)CCC[C@@H](C)[C@H]1CC[C@H]2[C@@H]3CC[C@H]4C[C@@H](CCC=C(c5cc(Cl)c(O)c(C(=O)O)c5)c5cc(Cl)c(O)c(C(=O)O)c5)CC[C@]4(C)[C@H]3CC[C@]12C	106	171	115	122	110	105	134	88
O=C(NO)c1ccc(NCc2csc3ccccc23)cc1	78	84	58	61	42	70	71	72
C=CCOC(=O)Oc1ccc(Cl)cc1	110	116	106	nt	89	96	91	108
COc1ccc(C(C#N)N2CCCC2)cc1 (configuration not stated)	nt	96	112	94	100	nt	119	109
COc1ccc(NC(=O)Nc2cc(C(F)(F)F)cc(C(F)(F)F)c2)c(C(=O)O)c1	105	101	96	92	95	105	90	98
CCOc1ccccc1-n1c(CN2CCN(C(=O)COc3ccc(CNCCCCCCN4C5CCCC4CC(OC(=O)Nc4cc(C)ccc4OC)C5)cc3)CC2)nc2ccccc2c1=O (configuration not stated)	-91*	-91*	-89*	-85*	-67*	-96*	-42*	-92*
NS(=O)(=O)c1ccc(CCn2c(SCC(=O)c3ccc(Cl)cc3)nc3ccccc3c2=O)cc1	99	107	99	96	95	111	101	97
Oc1ccc(Br)cc1C=Nc1n[nH]c(Nc2ccccc2)c1-c1nc2ccccc2s1	98	117	91	94	120	121	nt	96
COc1ccc(C2c3c(c4ccccc4n(-c4ccccc4)c3=O)Nc3ncnn32)cc1 (configuration not stated)	nt	nt	106	122	103	105	144	98
NCCCC(C(=O)O)(c1ccccc1)c1ccccc1	92	89	93	115	80	nt	99	101
Nc1c2c(nc3ccc(F)cc13)CC(c1ccccc1)CC2=O (configuration not stated)	99	108	86	97	99	108	107	nt
Cc1ccc(CCC(C)c2ccc(C)cc2)cc1 (configuration not stated)	108	103	87	113	95	101	105	102
CSc1nc(-c2ccco2)c(C#N)c(-n2nc(C)cc2C)n1	105	102	85	112	79	112	105	92
COC(=O)c1ccc(NC(=O)CSc2nc(-c3ccc(F)cc3)nc3ccccc23)cc1	82	100	93	61	68	102	83	65
CNc1ccc(N)cc1	88	120	89	98	119	137	109	104
CCS(=O)(=O)c1ccc(/C=N/Nc2nc3ccccc3o2)cc1	97	117	102	89	89	107	130	100
O=C(NCCNc1nccc(Nc2ccc(S(=O)(=O)Nc3ccccn3)cc2)n1)C(Cl)(Cl)Cl	107	106	97	107	95	91	104	105
COC(=O)C1CCCN(S(=O)(=O)/N=C2\NC(=O)NC2=C(Cl)Cl)C1 (configuration not stated)	118	106	94	104	68	106	110	nt
COc1ccc(-c2cc(-c3ccc(Cl)cc3)nc(SCCCCCC(=O)NO)n2)cc1	nt	99	71	86	82	91	75	98
CC(C)COC(=O)c1ccc([N+](=O)[O-])cc1	98	86	95	100	84	111	109	94
OC1(Cc2ccc(F)cc2)CCCCCC1	103	nt	106	96	86	106	101	93
COc1ccc(/C(=N/N=C(N)N)c2ccc(F)cc2)cc1OC	98	104	100	104	94	96	99	99
N#CC1=C(N)Oc2c(c(=O)[nH]c3ccccc23)C12C(=O)Nc1ccccc12 (configuration not stated)	97	95	93	94	96	91	93	87
O=c1[nH]c2ccccc2n1C1CCN(CCOc2ccccc2)CC1	90	83	86	100	87	95	55	95
O=c1c2ccccc2nc(COc2ccccc2)n1NS(=O)(=O)c1ccccc1	130	97	95	96	93	101	92	96
COc1ccc(C(=O)N/N=C/c2ccc(OC)c(Br)c2)cc1	96	111	92	105	114	92	103	100
COc1cc2c(cc1OC)[C@H](C(=O)O)C(c1ccc3c(c1)OCO3)N(C)C2=O (some centres not stated)	112	82	95	129	117	110	107	94
O=C(CS(=O)(=O)Cc1ccccc1)c1ccccc1	122&107	119&99	102&104	113&102	104&96	91&99	103&101	103&99
Cc1cccc(Nc2nc(N)c3ccccc3n2)c1	104	113	103	108	97	100	102	101
CC[C@H](C)[C@@H]1NC(=O)[C@H]([C@@H](C)O)NC(=O)C(Cc2ccccc2)NC(=O)[C@@H]2CCCN2C(=O)C(C(C)C)NC(=O)C(Cc2ccccc2)NC(=O)CNC(=O)[C@@H]2CCCN2C1=O (some centres not stated)	nt	89	66	64	nt	61	59	89
Cn1cc(/C=C2\SC(=S)N(CCCC(=O)NCCc3c[nH]c4ccccc34)C2=O)c2ccccc21	88	92	92	93	72	81	76	77
Cc1nn(-c2ccccc2)c(N2CCCC2)c1-c1nc2ccc(C(=O)O)cc2[nH]1	104	123	89	115	87	114	nt	92
COC(=O)c1ccccc1N=NC(C#N)C(N)=O (configuration not stated)	104	114	98	111	101	nt	100	101
CCOC(=O)C1(CC(C)C)CCOC1=O (configuration not stated)	105	113	97	101	99	98	110	97
O=C1Nc2ccc(Cl)cc2C1=Nc1ccc(O)cc1	110	101	93	94	93	101	96	103
c1ccc(-c2n[nH]c(-c3[nH]nc(-c4ccccc4)c3-c3ccccc3)c2-c2ccccc2)cc1	98	105	85	84	nt	107	95	77
COc1cc(-c2c3sc(=O)[nH]c3nc3c2c(=O)[nH]n3C(C)C)cc2c1OCO2	105	101	105	121	105	99	105	nt
COc1cc(Nc2scc3[n+]2CCC3)cc(OC)c1OC	92	102	101	102	94	104	101	106
NS(=O)(=O)c1ccc(C(=O)NN2C(=O)c3cccc4cccc(c34)C2=O)cc1	103	104	106	104	93	103	89	100
COc1cc2cc3c4cc(OC)c(OC)cc4cc[n+]3c(C)c2cc1OC	91	121	82	90	79	97	53	94
CC1=NN(c2cccc(Cl)c2)C(=O)/C1=C\c1cn(Cc2cccc3ccccc23)c2ccccc12	92	103	75	99	99	104	35	93
O=C(Nc1cccc2c1C(=O)c1c(O)ccc(NC(=O)c3ccccc3)c1C2=O)c1ccccc1	112	107	87	74	84	96	nt	96
Nc1sc2c(c1-c1nc3ccccc3s1)CCCC2	69	102	84	106	55	nt	94	94
Cn1cc(-c2nc(-c3cn(C)c4c(Cl)nccc34)cs2)c2ccccc21	90	102	90	140	83	71	106	100
O=C1Nc2cnc(Cl)nc2Nc2ccccc21	104	108	99	98	92	nt	87	94
N#C/C(=C\c1ccc2c(c1)CCC2)C(N)=O	113	105	100	110	nt	100	115	95
CN(C)c1ccc(/C=C2\N=C(c3ccccc3)OC2=O)cc1	nt	103	104	112	107	92	nt	99
COc1ccc(NC(=O)Cn2c3ccc(Cl)cc3c3ccc([C@H](C)C(=O)O)cc32)cc1	101	99	70	109	78	121	90	91
Cc1ccc(S(=O)(=O)N2CCC(C3(C(F)(F)F)N=N3)CC2)cc1	96	103	93	87	82	97	99	nt
COCc1ccc(C(=O)NC(CC(C)C)c2nnc3n2CCN(Cc2ccc(OC)cc2)C3)o1 (configuration not stated)	108	101	97	106	83	107	101	97
Cc1cc(NC(=O)c2cccc(C(F)(F)F)c2)n(-c2nc(-c3ccc4c(c3)OCO4)cs2)n1	103	90	73	93	75	103	112	91
Cc1c(O)ccc2oc(=O)c(C(=O)CSc3nc4ccccc4c(=O)n3-c3ccccc3)cc12	70	nt	83	109	97	80	nt	97
CCCN(CCC)C(=O)SCC	99	122	97	103	106	89	95	nt

Compounds as they come. Share with any hit: about 11%.
